Screening results as filed in PubChem.
HT1080 viability – HT1080 cell viability loss – fluorescence readout (AID 620). HT1080 viability, fluorescence; higher % means a stronger effect. one-dose cytotoxicity, % at 10 µM; EC50 in µM for titrated hits. 0.42% of 87,000 active;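 also: cells exposed to compound overnight then 4 h with Alamar Blue; 0% = vehicle DMSO and 100% = killing control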
DPM-DC inhibit – blocks S. pneumoniae diphosphomevalonate decarboxylase. purified DPM-DC, PK/LDH coupled NADH fluorescence. calls only at 10 µM. 0.49% of 65,000 active. AID 556;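 active = the 320 compounds with the highest percent inhibition in the single-dose primary screen, excluding strongly autofluorescent ones, cut at about 32% in these data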;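 also: kinetic rate of NADH fluorescence loss reporting ADP formed by the decarboxylase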
Alkaline phosphatase – human TNAP enzyme inhibitors, biochemical, luminescent (AID 518). purified TNAP enzyme, luminescent substrate readout; higher % means a stronger effect. inhibition, % at 20 µM; hits with a dose series show IC50 in µM. 0.09% of 64,000 active; in the data active = a potency from the dose series; inactive = the rest, 99 in 100 with inhibition below about 22%;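 also: plate controls were vehicle for no effect and reference inhibitor for full effect; many of its hits are not listed in these tables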
Bfl-1 displacement – displacement of Bid BH3 peptide from Bfl-1 – biochemical, fluorescence polarization, FITC-Bid, mouse, primary screen (AID 432); one-dose displacement, % at 20 µM; IC50 in µM for titrated hits; 0.02% of 64,000 active; FITC-Bid BH3 peptide fluorescence polarization displacement; higher % means a stronger effect; in the data active = a potency from the dose series; inactive = the rest, 99 in 100 with displacement below about 15%; also: strong numbers were not always called active
LYP inhibition – inhibition of human PTPN22 tyrosine phosphatase – biochemical, DiFMUP fluorescence, recombinant catalytic domain, 10 µM, primary screen (AID 606); recombinant LYP catalytic domain, DiFMUP fluorescence; higher % means a stronger effect; inhibition, % at 10 µM, or IC50 in µM where a hit was titrated; 52,000 tested, under 10 active;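 active = IC50 under 40 µM in the dose-response test; inactive = IC50 of 40 µM or more, or never dose-tested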
HPDE-C7 viability – cytotoxicity in HPDE-C7 cells, cell-based, fluorescence, HTS (AID 430); HPDE-C7 pancreatic duct cells viability, fluorescence; higher % means a stronger effect; one-dose cytotoxicity, % at 10 µM; EC50 in µM for titrated hits; 1.8% of 63,000 active;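 also: cells exposed to compound for 48 hours before viability readout; 0% = vehicle and 100% = reference cytotoxic drug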
HPDE-C7K KRASV12 – viability loss of HPDE-C7K cells – cell-based, fluorescence, HTS, primary screen (AID 431). HPDE-C7K KRASV12 cells, Alamar Blue viability, 48 h; higher % means a stronger effect. cytotoxicity, % at 10 µM, or EC50 in µM where a hit was titrated. 1.7% of 63,000 active;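 active = compounds whose percent cytotoxicity in the single-dose primary screen, scaled between solvent and toxic-drug controls, exceeds 50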;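 also: 0% = DMSO solvent wells and 100% = doxorubicin-treated wells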
MK inhibit – blocks S. pneumoniae mevalonate kinase; purified MK, PK/LDH-coupled NADH absorbance 340 nm; inhibition, % at 10 µM; AID 555; 0.48% of 65,000 active;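 active = ranked among the strongest by inhibition in the single 10 µM screen, a fixed top-ranked set picked for dose follow-up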; also: no value below 0 was filed
PMK inhibit – blocks S. pneumoniae phosphomevalonate kinase | purified PMK, PK/LDH-coupled NADH absorbance 340 nm | inhibition, % at 10 µM | 0.49% of 65,000 active | AID 539;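 active = top-ranked compounds by inhibition in the single 10 µM screen, taking a fixed number of the strongest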;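 also: 0% = full reaction with DMSO carrier and 100% = background rate without enzyme reaction; no value below 0 was filed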
PMK inhibit pilot replicates – second read-out of PMK inhibit, no call of its own (marks repeat the call); inhibition, %; measured here: pilot screen replicates
MK inhibit pilot replicates – also measured in MK inhibit; calls as there; inhibition, %; measured here: pilot screen replicates
DPM-DC inhibit pilot screen % – further read-out of DPM-DC inhibit, marked with its call; inhibition, %; measured here: pilot screen trials
* hit, by the source's call; i = inactive; x = not tested or not shown. Rule as the data show it, unless noted: active = cytotoxicity above about 50%; inactive = the rest.

SMILES	HT1080 viability	DPM-DC inhibit	Alkaline phosphatase	Bfl-1 displacement	LYP inhibition	HPDE-C7 viability	HPDE-C7K KRASV12	MK inhibit	PMK inhibit	others
CC(C)(C)NC(=O)NC(=O)COC(=O)CNC(=O)c1cccc(F)c1	-8.0%	i	6.8%	2.1%	x	x	x	2.0	21.0
Cc1nn(C(=O)c2ccccc2)c2c1C(=O)CC(C)(C)C2	-0.2%	i	15.4%	10.7%	7.7%	-28.7%	-20.3%	12.0	0.0	PMK inhibit pilot replicates=0.5;MK inhibit pilot replicates=0.0;DPM-DC inhibit pilot screen %=0.0
N#Cc1cnn(CC2CCCCC2)c1N	-3.1%	i	-0.4%	0.6%	-2.9%	-2.9%	-6.9%	4.0	2.0
COC(=O)c1cc(-c2cccc(OC)c2)on1	5.5%	i	7.5%	-0.7%	9.0%	1.1%	-12.4%	3.0	10.0
CCOC(=O)C1C(=O)CC(C)(O)C(C(=O)OCC)C1c1ccc(Br)o1 (stereo not drawn)	-9.0%	i	8.8%	1.5%	17.1%	-10.4%	-7.7%	15.0	11.0
COc1ccc(CN2CCN(S(=O)(=O)c3ccc(F)cc3)CC2)cc1OC	-2.4%	i	5.5%	-16.0%	x	-6.9%	10.7%	37.0	13.0
COC(=O)c1ccc(CSc2ncnc3c2nnn3-c2ccc(F)cc2)o1	-8.5%	i	5.8%	-8.6%	10.9%	2.2%	12.2%	11.0	10.0
Cc1nnc(SCC(N)=O)n1CC1CCCO1 (stereo not drawn)	8.3%	i	-2.6%	-3.5%	x	-15.0%	-0.2%	6.0	12.0
O=C(c1cccs1)N1CCN(S(=O)(=O)N2CCOCC2)CC1	3.8%	i	-9.9%	-3.4%	0.7%	-21.3%	-2.4%	8.0	7.0
O=C(NCCCN1CCN(c2ccccc2F)CC1)C1CCN(S(=O)(=O)N2CCOCC2)CC1	0.9%	i	0.0%	6.1%	4.4%	-7.7%	-4.3%	0.0	19.0
CCc1n[nH]c2c1/C(=N\O)CC(c1ccccc1)C2 (stereo not drawn)	2.9%	i	8.8%	5.3%	6.3%	-1.4%	-2.7%	5.0	16.0
CCn1c(SCC(=O)Nc2ccccc2N2CCOCC2)nnc1-c1ccccc1	-2.1%	i	0.2%	-1.5%	8.0%	-12.7%	-4.9%	6.0	7.0
O=C(CSc1ccc2nnc(-c3ccc(F)cc3)n2n1)N1CCOCC1	-0.5%	i	1.8%	-2.1%	-7.1%	9.9%	3.1%	3.0	12.0
O=c1oc2ccccc2n1CCCCCn1c(=O)oc2ccccc21	-10.1%	i	15.8%	3.6%	x	25.0%	8.5%	2.0	11.0
CCn1c(N)c(C(=O)Nc2ccccc2C(=O)OC)sc1=S	-13.1%	i	10.3%	-9.5%	x	3.9%	8.0%	10.0	3.0
Fc1ccc(COc2ccc(/C=N/n3cnnc3)cc2)cc1	-2.1%	i	12.9%	3.8%	0.2%	6.3%	4.4%	3.0	10.0
Cc1ccc(NC(=O)c2nc[nH]c2C(=O)N2CCCCC2)c(C(=O)c2ccccc2)c1	x	i	6.7%	3.0%	x	8.5%	7.3%	3.0	5.0
COc1ccc(C2C(C(=O)N3CCOCC3)=C(C)NC3=C2C(=O)CC(C)(C)C3)c(OC)c1 (stereo not drawn)	-1.9%	x	9.6%	-5.2%	-1.9%	1.3%	-8.9%	4.0	3.0
COc1ccccc1-c1cc(C(=O)N2CCN(c3ccccc3OC)CC2)no1	2.0%	i	5.2%	5.2%	2.9%	-7.0%	35.8%	6.0	9.0
Cc1noc(C)c1CSc1nc2ccccc2c(=O)n1-c1ccccc1	48.9%	i	1.1%	4.6%	5.0%	48.6%	42.9%	4.0	17.0
COc1cccc(C2NC(=O)NC(C)=C2C(=O)Nc2cc(OC)ccc2OC)c1 (stereo not drawn)	4.7%	i	10.7%	-6.5%	x	10.8%	10.8%	5.0	14.0
CCN(CC)C(=O)Oc1ccc2c(=O)c(-c3ccc(OC)cc3)c(C)oc2c1	22.2%	i	8.0%	-2.3%	-3.5%	-4.1%	4.7%	7.0	11.0
CCOC(=O)c1cc(S(=O)(=O)N2CCN(C(=O)OCC)CC2)cn1C	0.3%	i	0.7%	-3.3%	-5.3%	0.2%	16.2%	0.0	16.0
CCOC(=O)N1CCN(C(=O)CCS(=O)(=O)c2ccc(Br)s2)CC1	24.9%	i	3.9%	0.9%	12.9%	-4.7%	-3.8%	5.0	14.0
CCCCOc1cc(=O)[nH]c(=O)[nH]1	-2.4%	i	7.8%	-4.8%	23.4%	-2.8%	14.0%	6.0	9.0	PMK inhibit pilot replicates=3.0;MK inhibit pilot replicates=0.0;DPM-DC inhibit pilot screen %=0.0
O=C(NCc1ccco1)c1ccc(Cl)c(S(=O)(=O)N2CCOCC2)c1	4.7%	i	-5.3%	-6.7%	9.0%	-7.1%	0.4%	3.0	0.0
CC1CCN(C(=O)c2cc(-c3ccccc3O)on2)CC1	-1.2%	i	1.7%	-0.9%	6.3%	6.4%	4.7%	6.0	10.0
CC(C)Oc1ccc(C2C(C(=O)c3ccco3)=C(O)C(=O)N2Cc2cccnc2)cc1 (stereo not drawn)	3.6%	i	9.3%	-0.2%	-3.3%	-5.0%	-25.8%	9.0	13.0
CSc1ccccc1NC(=O)c1ccccc1N(C)S(C)(=O)=O	3.2%	i	-3.4%	1.6%	5.5%	-0.8%	4.7%	12.0	3.0
COc1ccc(N2CCN(C3CC(=O)N(Cc4ccc(N5CCCC5=O)cc4)C3=O)CC2)cc1 (stereo not drawn)	4.4%	i	5.2%	0.3%	1.0%	6.9%	6.3%	14.0	0.0
COCc1nnc(NC(=O)CS(=O)(=O)Cc2ccccc2)s1	1.1%	i	1.1%	-1.5%	-0.1%	-6.7%	-5.3%	12.0	0.0
CCN1C(=O)CC(c2ccco2)Sc2ccccc21 (stereo not drawn)	19.7%	i	13.8%	-8.4%	13.3%	-2.9%	2.4%	2.0	1.0
COc1cccc(OCc2nnc(SCC(=O)OCc3ccccc3)o2)c1	-0.9%	i	0.9%	-0.5%	2.5%	-33.8%	-23.7%	11.0	12.0	PMK inhibit pilot replicates=0.0;MK inhibit pilot replicates=0.0;DPM-DC inhibit pilot screen %=0.0
CCCSc1nc2c(c(=O)n1CC)SC(C)C2 (stereo not drawn)	7.6%	i	15.3%	0.3%	-3.6%	-0.7%	-3.2%	0.0	10.0
CC(C)C(OC(=O)c1cccs1)C(=O)NCc1ccco1 (stereo not drawn)	5.8%	i	9.4%	-10.5%	6.0%	-22.0%	-14.3%	0.0	13.0
Fc1ccc(-c2nnc3sc(-c4ccc5c(c4)OCO5)nn23)cc1	15.9%	i	6.2%	-0.8%	x	-16.7%	-19.1%	0.0	4.0
CCNc1nc(N2CCCCC2)nc(-n2nnc(C(=O)OCC)c2C)n1	-4.1%	i	11.4%	-3.5%	8.8%	-22.1%	-5.5%	0.0	14.0	PMK inhibit pilot replicates=0.5;MK inhibit pilot replicates=0.0;DPM-DC inhibit pilot screen %=0.0
COC(=O)Cn1c(CCC(=O)O)ccc1-c1ccccc1	-2.6%	x	0.4%	0.6%	-4.4%	-1.6%	7.6%	0.0	0.0
CCC1CCCCN1CCCNC(=O)CC1Oc2ccc(C)cc2NC1=O (stereo not drawn)	-2.9%	i	14.6%	-1.8%	-1.9%	-14.2%	-3.0%	11.0	4.0	PMK inhibit pilot replicates=0.5;MK inhibit pilot replicates=1.5;DPM-DC inhibit pilot screen %=0.0
CCOC(=O)c1cccc(NC(=O)CSc2nnc(-c3ccoc3C)n2CC)c1	-19.2%	i	8.7%	-2.0%	9.8%	-10.1%	-3.8%	4.0	11.0
Cc1cccc(NC2SC(=O)N(c3ccccc3)C2=O)c1 (stereo not drawn)	10.0%	i	10.0%	2.9%	3.1%	-4.6%	-8.8%	5.0	0.0	PMK inhibit pilot replicates=0.0;MK inhibit pilot replicates=0.0;DPM-DC inhibit pilot screen %=0.0
Cc1cccc(OCc2nc(C#N)c(NCCN(C)C)o2)c1	3.6%	i	18.1%	-3.6%	10.5%	-13.7%	-1.7%	8.0	9.0	PMK inhibit pilot replicates=1.5;MK inhibit pilot replicates=0.5;DPM-DC inhibit pilot screen %=2.5
Nc1cc(-c2nn[nH]n2)ccc1F	4.7%	i	10.5%	7.6%	6.9%	-1.4%	9.4%	0.0	5.0
CCc1nc(C)cn1S(=O)(=O)c1ccc(Cl)c(Cl)c1Cl	-1.1%	i	3.2%	2.1%	20.9%	13.3%	14.3%	4.0	14.0
Cc1ccccc1NC(=O)C1CCCN1S(=O)(=O)c1cccc2cccnc12 (stereo not drawn)	-11.9%	i	3.2%	-3.7%	3.2%	-2.4%	4.7%	9.0	0.0
COc1ccc(CCNC(=O)c2cc(-c3cc(C)c(C)cc3O)n[nH]2)cc1OC	-4.9%	i	-21.7%	-5.5%	10.2%	-8.5%	11.3%	1.0	4.0	PMK inhibit pilot replicates=1.5;MK inhibit pilot replicates=4.0;DPM-DC inhibit pilot screen %=3.0
CS(=O)(=O)c1nc(-c2cccs2)cc(C(F)(F)F)n1	x	x	14.9%	29.1%	-5.4%	2.66µM*	2.73µM*	5.0	0.0
O=C(CN1CCN(C(=O)c2ccco2)CC1)Nc1cc(C(F)(F)F)ccc1Cl	15.3%	i	5.2%	-3.8%	7.8%	-23.1%	-18.2%	0.0	4.0
O=c1cc(CSc2ccccn2)nc(N2CCN(c3ccccc3)CC2)[nH]1	0.1%	i	7.6%	-5.2%	0.8%	-9.5%	0.8%	9.0	7.0
COc1ccc(CNC(=O)Cc2nn(C)c(=O)c3ccccc23)cc1	x	i	5.8%	-7.1%	7.6%	3.9%	4.2%	0.0	17.0
O=C(CCSc1nnc2scc(-c3ccccc3)n12)NCc1ccc2c(c1)OCO2	-8.9%	i	-2.8%	-3.0%	3.8%	-8.7%	-0.3%	1.0	11.0

Five records drawn at random from the list so far:
SMILES	HT1080 viability	DPM-DC inhibit	Alkaline phosphatase	Bfl-1 displacement	LYP inhibition	HPDE-C7 viability	HPDE-C7K KRASV12	MK inhibit	PMK inhibit	others
COc1ccc(CNC(=O)Cc2nn(C)c(=O)c3ccccc23)cc1	x	i	5.8%	-7.1%	7.6%	3.9%	4.2%	0.0	17.0
Fc1ccc(-c2nnc3sc(-c4ccc5c(c4)OCO5)nn23)cc1	15.9%	i	6.2%	-0.8%	x	-16.7%	-19.1%	0.0	4.0
O=c1oc2ccccc2n1CCCCCn1c(=O)oc2ccccc21	-10.1%	i	15.8%	3.6%	x	25.0%	8.5%	2.0	11.0
CS(=O)(=O)c1nc(-c2cccs2)cc(C(F)(F)F)n1	x	x	14.9%	29.1%	-5.4%	2.66µM*	2.73µM*	5.0	0.0
Cc1cccc(NC2SC(=O)N(c3ccccc3)C2=O)c1 (stereo not drawn)	10.0%	i	10.0%	2.9%	3.1%	-4.6%	-8.8%	5.0	0.0	PMK inhibit pilot replicates=0.0;MK inhibit pilot replicates=0.0;DPM-DC inhibit pilot screen %=0.0
